Source: PubChem
Keap1 Nrf2 FP = Keap1-Nrf2 (human) interaction inhibition; Q14145; Keap1 Kelch-Nrf2 peptide fluorescence polarization, 1536-well; inhibition, % at 9.4 µM; 340,000 tested, 0.15% active; in the data active means inhibition above about 12%;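 further: human Keap1 Kelch domain with fluorescein labeled Nrf2 9mer peptide probe; 0% = neutral control wells and 100% = peptide positive control; higher means more block of Keap1 binding to Nrf2 peptide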
Target sequence (Q14145 whole entry, looked up, the tested form may be a part): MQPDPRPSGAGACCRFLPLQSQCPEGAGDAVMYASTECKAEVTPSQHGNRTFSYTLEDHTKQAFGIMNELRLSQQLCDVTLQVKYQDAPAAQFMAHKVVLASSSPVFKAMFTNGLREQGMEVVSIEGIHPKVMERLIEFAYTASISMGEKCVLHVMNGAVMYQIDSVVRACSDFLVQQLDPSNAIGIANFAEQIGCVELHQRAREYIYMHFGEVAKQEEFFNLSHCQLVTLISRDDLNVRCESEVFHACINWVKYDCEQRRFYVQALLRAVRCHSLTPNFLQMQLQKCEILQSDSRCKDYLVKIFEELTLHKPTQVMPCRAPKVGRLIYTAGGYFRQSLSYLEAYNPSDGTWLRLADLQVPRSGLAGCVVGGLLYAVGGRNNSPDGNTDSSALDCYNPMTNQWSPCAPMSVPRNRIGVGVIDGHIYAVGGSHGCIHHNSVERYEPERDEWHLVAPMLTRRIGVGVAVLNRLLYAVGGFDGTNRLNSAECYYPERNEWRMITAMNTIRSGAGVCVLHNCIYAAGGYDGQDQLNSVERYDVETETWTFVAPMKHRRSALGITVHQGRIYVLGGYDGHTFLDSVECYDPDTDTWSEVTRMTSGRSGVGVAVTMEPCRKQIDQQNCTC
cardiac RTF act = increases calcium sensitivity of human cardiac regulated thin filaments; IANBD-labeled TnC RTF fluorescence at EC20 calcium; 0% EC20 calcium, 100% full calcium; activation, % at 7.2 µM; 340,000 tested, 0.24% active; AID 493008;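 active means activation above the mean over all tested compounds plus 3 SD, cut at about 30% in these data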;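 further: rise in fluorescence read as greater calcium sensitivity of cardiac thin filaments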
LANA DNA inh = inhibitors of KSHV LANA C-terminal domain DNA binding. MBP-C-LANA/FAM-LBS DNA binding, fluorescence polarization. inhibition, % at 9 µM. 340,000 tested, 0.078% active. AID 504423;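 active means highest replicate inhibition at or above 60% at 9 µM, even if other replicates fall short; inactive means all replicates below 60% inhibition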;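 further: 0% = neutral control wells and 100% = 4 µM acridine orange control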
V-ATPase pH = regulators of yeast V-ATPase proton transport | 350,000 tested, 0.37% active | response, % at 10 µM | S. cerevisiae, pHLuorin cytosolic pH fluorescence; in the data active means response mostly above about 7.3%, no sharp cut-off; inactive means mostly below about 5.4%; further: actives read high; inactives centre near 0; some compounds called inactive have numbers as strong as hits; reference of the scale not given here
MOR-DOR ag = OPRM1-OPRD1 heterodimerization agonism. P35372+P41143. cells, luminescence. activation, % at 9.3 µM. 340,000 tested, 0.3% active. AID 504326; in the data active means activation above about 18%;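 further: 0% = vehicle-treated cells and 100% = reference agonist; values of inactives mirror those of a sister screen read the other way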
RTF Ca sens inh = cardiac RTF calcium desensitization. 340,000 tested, 0.12% active. P19429+P45379. inhibition, % at 7.15 µM. IANBD-labeled cardiac RTF, Ca2+ fluorescence;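 active means inhibition above the mean inhibition of all tested compounds plus 3 SD, cut at about 17% in these data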;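 further: assay run at fixed EC70 calcium of 1.6 mM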
HTR5A inv ctr = counter-screen for OPRM1-OPRD1 inverse agonists: human HTR5A inverse agonism | inhibition, % at 9.3 µM | P47898 | AID 504634 | HTR5A cell line, luminescence | 340,000 tested, 0.083% active; in the data active means inhibition mostly above about 23%, no sharp cut-off; inactive means mostly below about 18%;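 further: 0% = cells with DMSO and 100% = no-cell wells with DMSO; some compounds called inactive have numbers as strong as hits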
Target sequence (P47898 whole entry, looked up): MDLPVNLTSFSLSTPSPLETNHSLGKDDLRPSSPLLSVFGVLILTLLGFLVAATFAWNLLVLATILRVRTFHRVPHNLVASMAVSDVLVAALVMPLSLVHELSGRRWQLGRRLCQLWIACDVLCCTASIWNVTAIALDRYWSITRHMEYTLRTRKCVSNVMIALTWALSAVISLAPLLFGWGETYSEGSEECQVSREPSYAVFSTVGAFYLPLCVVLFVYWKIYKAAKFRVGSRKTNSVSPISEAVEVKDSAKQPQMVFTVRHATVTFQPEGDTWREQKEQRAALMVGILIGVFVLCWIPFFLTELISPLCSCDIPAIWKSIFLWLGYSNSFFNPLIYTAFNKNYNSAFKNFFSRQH
OPRM1-OPRD1 inv = inverse agonists of human mu-delta opioid receptor heterodimerization; cell-based MOR-DOR heterodimer luminescence, inverse agonism; inhibition, % at 9.3 µM; 340,000 tested, 0.21% active; in the data active means inhibition above about 22%, passing the limit was not always enough;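 further: 0% = cells with DMSO and 100% = wells without cells with DMSO; values of inactives mirror those of a sister screen read the other way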
CAL-PDZ inh HTS = inhibitors of human CAL PDZ peptide binding; Q9HD26; 300,000 tested, 0.92% active; inhibition, % at 24.9 µM; purified CAL PDZ, TMR-peptide fluorescence polarization, 1 h;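 active means mean inhibition of at least 30% with at least half of replicates also reaching 30%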;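 further: 0% = DMSO neutral control and 100% = excess unlabeled competitor peptide PRC23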
HTR5A ag = HTR5A agonism, opioid heterodimer counter-screen; activation, % at 9.3 µM; AID 504692; P47898; HTR5A agonist assay, luminescence, cell-based; 340,000 tested, 0.61% active; in the data active means activation mostly above about 9.5%, no sharp cut-off; inactive means mostly below about 7.6%;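 further: 0% = cells with vehicle only and 100% = reference agonist; strong numbers were not always called active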
An asterisk follows results filed as active; / = no result given.

SMILES | Keap1 Nrf2 FP | cardiac RTF act | LANA DNA inh | V-ATPase pH | MOR-DOR ag | RTF Ca sens inh | HTR5A inv ctr | OPRM1-OPRD1 inv | CAL-PDZ inh HTS | HTR5A ag
COc1cccc(NC(=O)CNc2cc(S(=O)(=O)N3CCOCC3)ccc2N2CCCC2)c1 | -4.5 | -3.7 | -0.2 | 3.2 | -2.9 | -9.6 | 9.8 | 10.8 | 7.9 | 4.9
COc1cc(NC(=O)c2sc3ncn(CC(=O)N4CCCCC4)c(=O)c3c2C)cc(OC)c1OC | -9.0 | -0.8 | -0.5 | 5.2 | -3.8 | 5.6 | 13.2 | 19.6 | 1.7 | 2.4
Nc1[nH][nH]c(=O)c1N=Nc1ccc2c(c1)OCO2 | -5.5 | 2.3 | 0.0 | -1.6 | -4.8 | 4.1 | 4.3 | 24.6 | -3.2 | -1.6
CN(C)CCN(C(=O)CN1C(=O)c2ccccc2C1=O)c1nc2cc3c(cc2s1)OCCO3 | -2.1 | -4.6 | -2.3 | 0.9 | -0.6 | -7.9 | -11.7 | 4.1 | -1.3 | 2.2
Nc1[nH]nc2c1NN(c1ccc(Cl)cc1Cl)N2 | -2.0 | 11.9 | -1.3 | -8.0 | 3.5 | -11.8 | -12.4 | -16.7 | -1.3 | 4.6
COc1cc(C2=NOC(C(=O)NCc3ccco3)C2)cc(OC)c1OC (stereo not drawn) | -2.5 | -2.4 | 0.9 | 0.2 | -0.8 | -6.2 | -15.5 | 4.3 | / | 4.8
COC(=O)C1=C(C)N(Cc2ccccc2)C(=NCc2cccc(C(F)(F)F)c2)N[C@H]1c1cccc(C(F)(F)F)c1 | 0.6 | 5.1 | 0.0 | 5.1 | 45.0* | -3.0 | -2.5 | -246.2 | -4.6 | 1.0
CCC1(c2ccccc2)NC(=O)N(CC(=O)Nc2ccccc2N2CCCC2)C1=O (stereo not drawn) | -1.1 | -4.6 | 5.7 | 1.8 | 2.2 | 0.1 | -18.7 | -14.9 | -5.6 | 7.2
O=C(/C=C\c1ccc(-c2cccc([N+](=O)[O-])c2)o1)N1CCOCC1 | -1.9 | 10.1 | 0.2 | -0.4 | -1.2 | 7.2 | 2.3 | 6.4 | / | 5.2
Cc1ccc2nc(-c3ccccc3)c(CC(=O)O)c(C(=O)O)c2c1 | -6.1 | -2.2 | -0.6 | -1.2 | -2.5 | -5.4 | 3.4 | 13.9 | 2.3 | -1.2
Cc1ccc(Nc2nc(N)c(C#N)c(CC#N)c2C#N)cc1 | -0.2 | 1.8 | -2.8 | -1.9 | -1.7 | -13.5 | 0.9 | 8.1 | -3.8 | -0.3
COc1ccc(N2CCN(C(=O)CSc3nnc(NC(=O)C4CC4)s3)CC2)cc1 | -0.9 | 3.9 | -0.3 | 4.7 | -1.1 | -8.9 | 29.6 | 5.1 | -1.7 | 0.9
[O-]/[N+](=C\c1ccccc1)[C@@H]1CCCC[C@@H]1/[N+]([O-])=C/c1ccccc1 | 0.5 | 3.1 | 1.6 | -2.7 | -8.9 | -4.9 | 3.3 | 37.0* | -3.7 | 4.4
COC(=O)c1ccccc1NC(=S)N(Cc1ccc2c(c1)OCO2)Cc1cc2cc(C)ccc2[nH]c1=O | -1.8 | 5.8 | -1.7 | -0.2 | 1.7 | -5.9 | -31.9 | -7.5 | -4.4 | 4.2
CCN1CCN(CCCCOc2ccccc2F)CC1 | 2.2 | -4.1 | -1.6 | -1.4 | -3.1 | -3.2 | -15.0 | 15.4 | -1.1 | 2.2
COC(=O)c1sccc1NC(=O)c1cc(OC)cc(OC)c1 | 1.6 | -4.3 | 1.1 | 5.4 | 3.4 | -14.9 | -28.0 | -17.8 | 3.2 | 4.8
CCCn1cnc2c(SCc3ccccc3Cl)nc(N)nc21 | -2.3 | -3.4 | -1.8 | -3.1 | -2.2 | -5.7 | 2.9 | 10.8 | -2.1 | -0.7
O=[N+]([O-])c1ccc(S(=O)(=O)c2cccc(C(F)(F)F)c2)nc1 | 3.8 | 1.3 | -0.9 | 3.0 | 0.0 | -1.6 | -30.6 | -0.2 | -4.4 | -8.8
COc1ccc(NC(C)=O)cc1S(=O)(=O)Nc1ccc(S(=O)(=O)N2CCCCC2)cc1 | -0.2 | -1.6 | 6.8 | 1.2 | -2.0 | -3.0 | -11.3 | 10.6 | 5.2 | 2.8
O=C(COC(=O)c1ccccc1[N+](=O)[O-])NCCCc1ccccc1 | -5.3 | -1.5 | -0.2 | 0.2 | -1.4 | -0.8 | -2.1 | 7.1 | -2.2 | 0.6
CC1CC(C)CN(C(=O)c2ccc3ccccc3c2)C1 (stereo not drawn) | 0.4 | 0.9 | -0.7 | -2.6 | -0.9 | -1.5 | -3.0 | 6.0 | -2.6 | 4.7
CC[C@]1(C(=O)OC)[C@H]2C(=O)N(Cc3ccccc3)C(=O)[C@H]2[C@H]2CN=C(SCc3ccc(C)cc3)N21 | 0.1 | 1.6 | -1.2 | -3.0 | -1.2 | -4.1 | 13.8 | 5.6 | -3.4 | -3.9
Cc1nc2ccccc2c(=O)n1NC(=O)c1ccccc1Br | 1.0 | 3.1 | 0.8 | 5.3 | 0.3 | 3.0 | 1.0 | -1.6 | -1.8 | -0.3
ClC(CCN1CCN(Cc2ccccc2)CC1)c1ccccc1 (stereo not drawn) | 0.4 | 2.4 | -0.9 | -1.3 | -0.9 | -8.2 | -13.9 | 4.3 | -4.4 | -4.6
Cc1sc(NC(=S)NC(=O)c2ccco2)c(C#N)c1C | 5.6 | -2.4 | -1.1 | -2.3 | -3.2 | 7.1 | 1.2 | 17.8 | -3.3 | -0.4
CC(C)Cn1c(N)c(C(=O)COC(=O)C2CCCCC2)c(=O)n(C)c1=O | -2.6 | 5.3 | 1.4 | 0.7 | 0.7 | -4.2 | -10.8 | -4.2 | -0.5 | 2.0
COc1ccc2nc(NC(=O)CSC(C)C(=O)Nc3cc(C)on3)sc2c1 (stereo not drawn) | 0.5 | 1.9 | 1.0 | -5.4 | -0.8 | 1.7 | -11.4 | 4.4 | -4.4 | 4.5
CCS(=O)(=O)Nc1ccc(C2=NN(C(=O)c3ccco3)C(c3ccco3)C2)cc1 (stereo not drawn) | -3.3 | -1.0 | -0.1 | -0.6 | -2.8 | 2.2 | -2.7 | 15.0 | -7.1 | 7.4
O=C(NCC1CCCO1)C(Cc1ccccc1)N1C(=O)C2C3C=CC(C4CC34)C2C1=O (stereo not drawn) | 1.7 | 2.5 | 0.3 | -1.4 | -3.5 | -2.5 | -15.8 | 17.6 | -1.7 | 5.9
COc1ccc(C2CC(c3ccccc3)Nc3nc(NC(=O)c4ccco4)nn32)cc1 (stereo not drawn) | -4.5 | 3.3 | -3.3 | 2.5 | 3.1 | 9.8 | -6.3 | -17.7 | -0.9 | 2.5
CC(C)c1ccc(NC(=O)C2CCN(C(=O)[C@@H]3Cc4ccccc4CN3)CC2)cc1 | -0.8 | -1.8 | 3.1 | -3.4 | -0.1 | -1.9 | -15.8 | 0.3 | 3.7 | 3.4
O=C(Nc1ccc(-c2csnn2)cc1)C1CC1 | 5.2 | 2.4 | 0.7 | 3.9 | -2.1 | -2.5 | -4.0 | 10.2 | -2.3 | 2.2
Cc1c(Cl)c(C(=O)NNC(=S)NCc2ccco2)nn1C | 2.2 | 0.0 | -2.5 | 5.1 | -2.6 | 3.3 | -27.5 | 15.8 | -2.8 | -3.3
O=C(c1ccc2nc3ccccc3c(=O)n2c1)N1CCN(Cc2ccc3c(c2)OCO3)CC1 | -3.1 | -5.7 | 0.7 | 1.3 | -2.5 | -5.3 | -60.9 | 12.9 | / | 3.7
COc1ccc(C(CNC(=O)CN(C)S(=O)(=O)c2ccc(C)cc2)N2CCCC2)cc1 (stereo not drawn) | -1.4 | 1.8 | -1.2 | 0.6 | -0.8 | -1.6 | -4.9 | 4.0 | 0.9 | 1.2
O=C(Nc1ccc(S(=O)(=O)NC2=NCCCCC2)cc1)c1ccc2ccccc2n1 | -1.2 | 4.2 | -12.9 | 0.9 | 0.4 | 0.1 | -5.2 | -2.0 | -3.5 | 1.9
O=C(c1ccc(OC2CCN(CCc3ccccc3)CC2)cc1)N1CCCCC1CCCO (stereo not drawn) | -1.2 | -0.9 | -0.7 | 0.7 | -2.2 | -3.5 | 7.4 | 11.5 | -3.6 | 5.8
CN(C)C(=O)CSc1nc(-c2ccccc2)nc2c1CCCC2 | -1.3 | -0.2 | 2.0 | -4.3 | -1.6 | -11.5 | -20.3 | 9.2 | -1.9 | -1.6
CC1CCCCN1CCNC(=O)C1CCN(S(=O)(=O)c2cccc3nsnc23)CC1 (stereo not drawn) | 0.2 | 0.5 | -0.9 | 4.3 | -1.1 | -4.3 | -3.7 | 5.5 | 2.4 | 1.6
CCOc1ccc(/C=C2/Sc3ccc(C(=O)NCC4CCCO4)cc3N(C)C2=O)cc1OC (stereo not drawn) | 1.1 | -3.9 | 0.5 | -1.1 | -0.9 | -5.1 | -4.2 | 4.7 | -3.7 | 1.1
CCCNS(=O)(=O)c1cccn1-c1ncc(C(F)(F)F)cc1Cl | -0.7 | 2.0 | 0.1 | -1.8 | 0.2 | -11.3 | 10.7 | -0.9 | -1.3 | 0.0
Cc1cc(C)n2nc(-c3sccc3-n3cccc3)cc2n1 | 5.2 | 1.4 | 0.4 | -0.1 | 0.1 | -2.0 | -17.5 | -0.6 | -3.1 | -3.9
COc1ccc(N2CC(NC(=O)N3CCN(c4ccccc4)CC3)CC2=O)cc1 (stereo not drawn) | 5.5 | -2.7 | 2.8 | -0.5 | -2.2 | -8.3 | -17.1 | 11.9 | 0.4 | 4.8
Cn1c(O)c(C=NCCCCCC(=O)O)c(=O)n(C)c1=O | 2.4 | -1.8 | -1.1 | -2.7 | -2.4 | -0.5 | -16.4 | 13.0 | 7.9 | 5.7
CN1C(C(=O)Nc2ccc(F)cc2F)=CC(c2ccco2)=NS1(=O)=O | -5.5 | 3.2 | -0.9 | 2.8 | -1.3 | 4.5 | 11.3 | 6.7 | / | -4.1
Cc1ccc(SCCC(=O)OC(C(=O)NC(N)=O)C(C)C)cc1 (stereo not drawn) | -2.0 | 0.5 | -1.0 | -1.1 | -1.6 | -6.7 | -6.0 | 8.2 | 2.1 | 2.2
Oc1ccc(C2C(c3ccccc3)=NN=C(c3ccccc3F)N2O)c(O)c1 (stereo not drawn) | -4.7 | 0.7 | 0.1 | 4.5 | -1.1 | 0.0 | 6.3 | 6.1 | 0.8 | -2.9

Retrieved by compound from the list above:
SMILES | Keap1 Nrf2 FP | cardiac RTF act | LANA DNA inh | V-ATPase pH | MOR-DOR ag | RTF Ca sens inh | HTR5A inv ctr | OPRM1-OPRD1 inv | CAL-PDZ inh HTS | HTR5A ag
CN1C(C(=O)Nc2ccc(F)cc2F)=CC(c2ccco2)=NS1(=O)=O | -5.5 | 3.2 | -0.9 | 2.8 | -1.3 | 4.5 | 11.3 | 6.7 | / | -4.1
COc1ccc(N2CC(NC(=O)N3CCN(c4ccccc4)CC3)CC2=O)cc1 (stereo not drawn) | 5.5 | -2.7 | 2.8 | -0.5 | -2.2 | -8.3 | -17.1 | 11.9 | 0.4 | 4.8
Oc1ccc(C2C(c3ccccc3)=NN=C(c3ccccc3F)N2O)c(O)c1 (stereo not drawn) | -4.7 | 0.7 | 0.1 | 4.5 | -1.1 | 0.0 | 6.3 | 6.1 | 0.8 | -2.9
